# HCV inh = blocks hepatitis C virus; Huh7.5.1 HCVcc-Cre infection, luciferase reporter, 44 h; Potency, µM (top dose mostly 41.8 µM), for the others: top-dose activity change, negative = inhibition, actives largely listed as inhibitors; actives 3.4% (n = 340,000); AID 651820; further: potency means the concentration at half of the fitted maximal effect
#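 Compounds are dispensed onto cells plated 4 h earlier at 1,000 per well, with HCVcc-Cre virus (about 0.5 moi) added next. Following 44 h of culture, luminescent signal is measured for 15 sec after 15 min with substrate at room temperature.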
# LmPK inh = inhibitors of Leishmania mexicana pyruvate kinase. Q27686. purified LmPK, Kinase-Glo ATP luminescence, 1 h. Potency, µM (titrated, usually from 57.5 µM), for inactives: at the highest dose activity change, negative = inhibition, hits mostly inhibitors. actives 0.37% (n = 290,000); further: potency means the concentration at half of the fitted maximal effect
# Target sequence (Q27686 whole entry, looked up): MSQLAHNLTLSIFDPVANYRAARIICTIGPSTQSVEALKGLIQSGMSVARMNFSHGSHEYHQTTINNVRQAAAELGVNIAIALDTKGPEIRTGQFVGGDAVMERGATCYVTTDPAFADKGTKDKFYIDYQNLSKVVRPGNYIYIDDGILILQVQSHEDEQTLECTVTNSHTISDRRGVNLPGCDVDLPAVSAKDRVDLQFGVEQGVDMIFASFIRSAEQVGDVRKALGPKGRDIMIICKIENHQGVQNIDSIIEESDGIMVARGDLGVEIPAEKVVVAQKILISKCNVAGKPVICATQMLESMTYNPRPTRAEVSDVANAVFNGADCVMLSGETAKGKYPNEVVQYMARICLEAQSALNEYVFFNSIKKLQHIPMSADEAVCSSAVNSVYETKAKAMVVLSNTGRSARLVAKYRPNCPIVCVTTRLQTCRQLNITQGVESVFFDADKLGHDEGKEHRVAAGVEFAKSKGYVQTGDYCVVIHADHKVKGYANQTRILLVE
#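 Purified LmPK (0.1 nM) with 0.5 mM PEP and 0.1 mM ADP in imidazole buffer pH 7.2 with MgCl2/KCl, 1 h at room temperature. ATP formed was read by luciferase luminescence and normalized to no-enzyme and uninhibited controls.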
# AMA1-RON2 inh = disrupts binding of P. falciparum AMA1 to RON2; AlphaScreen AMA1-biotinylated RON2 peptide binding; Potency, µM (titrated, usually from 58.2 µM), inactives show at the highest dose activity change, negative = inhibition, hits mostly inhibitors; actives 0.2% (n = 360,000);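 further: potency means the concentration at half of the fitted maximal effect; 0% = vehicle wells and -100% = peptide control; nearly all actives have a fitted effect of over 45% in size; some results filed as inactive show a strong effect at the top dose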
#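 AMA1 (3D7) with his tag at 25 nM final met compounds first, then biotinylated RON2 peptide at 25 nM; detection used donor plus acceptor beads, 10 µg/mL apiece, read by AlphaScreen after 30 min at room temperature.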
# AmpC inh no detg = inhibitors of E. coli AmpC beta-lactamase without detergent; P00811; AmpC nitrocefin hydrolysis, absorbance 480 nm, 0.0001% Triton; Potency, µM (doses to about 57.1 µM), without a hit: top-dose activity change, negative = inhibition, actives largely listed as inhibitors; actives 0.52% (n = 330,000); AID 485341;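 further: potency means the concentration at half of the fitted maximal effect; plate controls were no compound for no effect and no enzyme for full effect; nearly all actives have a fitted effect of over 20% in size; some results filed as inactive show a strong effect at the top dose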
# Target sequence (P00811 whole entry, looked up): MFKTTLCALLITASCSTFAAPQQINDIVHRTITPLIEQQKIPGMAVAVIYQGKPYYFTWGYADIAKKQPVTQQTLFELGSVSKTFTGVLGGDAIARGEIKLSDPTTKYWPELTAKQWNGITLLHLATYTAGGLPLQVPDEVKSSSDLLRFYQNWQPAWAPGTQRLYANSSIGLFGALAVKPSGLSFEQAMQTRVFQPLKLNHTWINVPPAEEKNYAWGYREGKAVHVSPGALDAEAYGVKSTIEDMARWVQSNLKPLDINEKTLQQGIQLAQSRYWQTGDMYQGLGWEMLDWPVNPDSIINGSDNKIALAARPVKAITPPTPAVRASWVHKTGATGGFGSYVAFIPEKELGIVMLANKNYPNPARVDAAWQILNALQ
#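 AmpC (5.3 nM in the dispensed reagent) in 20 mM phosphate pH 7.0 with 0.01% (detergent screen) or 0.0001% Triton X-100 was preincubated with compounds for 15 min at room temperature. Nitrocefin was then added from an 800 uM solution, and hydrolysis was followed at 480 nm.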
# TbPYK inhibitor = inhibitors of Trypanosoma brucei pyruvate kinase. Potency, µM (series often up to 76.8 µM), inactives show at the highest dose activity, negative = inhibition, most hits filed as inhibitors. TbPYK enzyme, Kinase-Glo Plus ATP luminescence, 45 min. Q57TT1. actives 0.12% (n = 410,000); further: potency means the concentration at half of the fitted maximal effect; nearly all actives have a fitted effect of over 50% in size
#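 ADP (130 uM final) triggers the TbPYK reaction after compound addition; incubation is 45 min at room temperature. Kinase-Glo Plus is then added and luminescence imaged. Normalized data are fitted to concentration-effect curves.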
# AmpC detergent = AmpC beta-lactamase inhibition with detergent present. P00811. AmpC hydrolysis of nitrocefin, absorbance 480 nm, 0.01% Triton. Potency, µM (series often up to 114 µM), inactives show at the highest dose activity change, negative = inhibition, usual class: inhibitors. actives 0.041% (n = 370,000). AID 485294;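 further: potency means the concentration at half of the fitted maximal effect; 0% = no-compound wells and -100% = no-enzyme wells; nearly all actives have a fitted effect of over 25% in size; some results filed as inactive show a strong effect at the top dose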
#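 20 mM phosphate pH 7.0 + 0.01% (detergent screen) or 0.0001% Triton X-100; 5.3 nM AmpC reagent; cpd preinc 15 min RT; nitrocefin (800 uM stock) to start; A480 q20 s × 4 min; Activity was normalised to no-enzyme and no-compound control wells.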
# HCMV antiviral = blocks human cytomegalovirus replication. activity change, negative = inhibition, % at 57.5 µM. AID 1259415. HFF cells, HCMV-luciferase reporter, 72 h; stronger effect = lower value. actives 4.5% (n = 410,000); in the data active means activity change below about -60%; inconclusive means no clear call, values can overlap the other calls; inactive means above about -39%
#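 Steps: HFFs plated, 16 h 37C; compounds added; HCMV-luciferase added to MOI 1 PFU/cell; 72 h 37C; OneGlo reagent, 5 min room temperature; luminescence read, normalized to controls.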
# * marks the source's active call; other numbers are inactive results; ? = inconclusive; . = no result given; & = joins results of further samples; [ ] = dose if it differs, or a comment. Unless noted, the call rests on the fitted dose curve; in most records, active means well fitted curve in the direction sought with a large enough effect; inconclusive means small, poorly fitted or top-dose-only effect, or another doubt; inactive means no such curve, though single readings can be large; an effect the other way counts as inactive or inconclusive. Unless noted, on the % scale 0 is the no-effect control and ±100 the full control effect.
smiles,HCV inh,LmPK inh,AMA1-RON2 inh,AmpC inh no detg,TbPYK inhibitor,AmpC detergent,HCMV antiviral
CC1CCN(S(=O)(=O)c2ccc(C(=O)NCc3ccc4c(c3)OCO4)cc2)CC1,-26%,6%,-13%,-23%,-3%,-5%,-22
O=C(Nc1ccc2nc(SCCOc3ccccc3)sc2c1)c1ccc2c(c1)OCO2,.,.,.,.,-5%,23%,-12
Cn1cccc1/C=C1\SC(=S)N(NC(=O)c2ccccc2Cl)C1=O,-15%,3%,-9%,-21%,-1%,-3%,-32
CC1CC(=O)Nc2ccccc2N1S(=O)(=O)c1ccccc1 (configuration not stated),3%,-9%,?,?,-20%,-11%,-8
Cc1ccccc1-n1nc2c(c1NC(=O)c1ccc(S(=O)(=O)N(C)C)cc1)CSC2,7%,3%,-4%,-9%,-10%,3%,104
CCOC(=O)N1CCN(C(=O)Cc2ccccc2OC)CC1,-19%,0%,9%,24%,-3%,?,-20
COc1ccc(C(NC(=O)N2CC(C)OC(C)C2)C(Cl)(Cl)Cl)cc1F (configuration not stated),?,4%,-1%,37%,-3%,2%,-29
O=S(=O)(c1ccccc1)c1nc(Nc2ccccc2N2CCOCC2)sc1Cl,-21%,5%,-22%,4%,-17%,-5%,-34
CC(=O)Nc1cccc(/C(C)=N/NC(=O)c2ccc(CN3CCOCC3)cc2)c1,3%,0%,2%,2%,-4%,0%,2
O=S(=O)(NC1CCCC1)c1ccc(S(=O)(=O)N2CCN(c3ccccc3)CC2)cc1,1%,1%,18%,-20%,.,0%,7
COc1ccc(CN2CCC(=O)N([C@H](CO)c3ccccc3)CC2)cc1,-8%,0%,7%,14%,3%,-7%,-20
Cc1c(C(=O)OCC(=O)Nc2ccc(C(=O)N(C)C)cc2)oc2ccccc12,-3%,-4%,-9%,48%,1%,-4%,33
COCCCNC(=O)C1CCCN(S(=O)(=O)c2cccc3nsnc23)C1 (configuration not stated),29%,1%,-5%,-1%,4%,-2%,-24
COc1ccccc1C(=O)COC(=O)CCNS(=O)(=O)c1ccc(C)c(C)c1,-9%,.,16%,-11%,-14%,-2%,-12
O=C(CC1NC(=O)NC1=O)NC1(C(=O)NC2CCCCC2)CCCCC1 (configuration not stated),17%,4%,32%[activator],-8%,0%,-5%,35
Fc1ccccc1-c1csc(=Nc2cccnc2)n1CCCn1ccnc1,22µM*,0%,-29%,37%,-3%,-8%,-90*
CC(N=Cc1ccccc1O)c1ccccc1 (configuration not stated),16%,-17%,1%,3%,-16%,-2%,6
CCNC(=O)Nc1ccc2c(c1)c(=O)n(C)n2CC=C(C)C,.,.,0%,.,3%,.,28
Fc1ccc(NC(=S)N2CCCC2)cc1,8%,.,-9%,.,-9%,.,34
C=CCN(Cc1nc(-c2ccc(OC)cc2)no1)C(=O)c1ccc2c(c1)OCO2,-15%,3%,0%,5%,0%,-8%,-22

# The results go on.
smiles,HCV inh,LmPK inh,AMA1-RON2 inh,AmpC inh no detg,TbPYK inhibitor,AmpC detergent,HCMV antiviral
O=C(NCCSc1c(-c2ccc(F)cc2)[nH]c2ccccc12)c1ccc(S(=O)(=O)N2CCOCC2)cc1,.,.,.,.,7%,10%,?
Cc1ccc(-n2c(=O)c3sccc3n(Cc3cc(=O)n4cc(Cl)ccc4n3)c2=O)cc1F,?,3%,7%,2%,-4%,-3%,?
NC(=O)c1cc([N+](=O)[O-])ccc1NCc1ccc(O)cc1,3%[8.37 µM],.,-1%,-22%,2%,-8%,60
COc1ccc(S(=O)(=O)NCc2ccc(C(=O)NCCN(C)Cc3ccccc3)cc2)cc1,.,.,-2%,.,0%,.,-7
CCN1C(=O)[C@H]2[C@@H](c3ccc(-c4ccc(F)cc4)c(OC)c3)N3CCCC[C@@]3(C(=O)OC)[C@H]2C1=O,?,.,-8%,158%[activator],7%,.,-9
Cc1ccc(S(=O)(=O)NNC(=O)C2CC=CCC2C(=O)O)cc1 (configuration not stated),18%,-3%,-1%,-11%,2%,2%,-18
O=C(NCC(=O)N(CCc1ccccc1)C(C(=O)NC1CCCCC1)c1ccncc1)c1ccco1 (configuration not stated),1%,1%,-7%,67%[activator],-4%,?,1
COC(=O)C1=C(C)N(Cc2ccccc2)C(=O)N[C@H]1CCc1ccccc1,22%,-1%[11.5 µM],7%,.,-2%,.,44
Cc1ccc(NS(=O)(=O)c2ccc(CCC(=O)NCCCOC(C)C)cc2)cc1,2%,-2%,-12%,27%,2%,?,-3
C=CCn1c(C(C)NC(=O)c2ccccc2C)n[nH]c1=S (configuration not stated),24%,0%,-26%,-14%,-18%,-3%,18
O=C(Cn1sc2ccccc2c1=O)Nc1ccccc1,.,.,-17%,.,?,.,?
O=C1N(Cc2cccnc2)C[C@@H]2C[C@@H](c3ccc4nsnc4c3)N3CCC[C@@]123,6%,1%,-14%,20%,-7%,-3%,-25
COc1ccc(CNC(=O)COC(=O)c2c(NC(C)=O)sc(C)c2C)cc1,-27%,.,18%,-30%,-11%,0%,-19
CC(=O)Nc1ccc(S(=O)(=O)NC(CC(=O)NCCC2=CCCCC2)C(C)C)cc1 (configuration not stated),16%,-2%,0%,3%,-12%,-5%,-6
Nc1cc(-c2ccco2)no1,2%,-2%,10%,-26%,-7%,-15%,22
CC1(C(=O)NS(=O)(=O)c2ccc(Cl)cc2)CCN1C(=O)CCC1CCCC1 (configuration not stated),.,.,11%,.,-2%,.,25
Cn1c(N2CCOCC2)cc(=O)n(C)c1=O,20%,4%,-2%,-6%,-2%,2%,40
COc1ccc(CNCc2c(F)cccc2F)cc1OC,11%,-5%,-12%,-14%,9%,-5%,6
O=C(Nc1cc(Cl)ccc1Cl)c1ccc2c(c1)N(Cc1cccc(Cl)c1)C(=O)c1ccccc1S2=O (configuration not stated),.,.,.,.,10%,6%,9
CC(C)(C)c1ccc(NC(=O)CON=C(N)c2ccccc2)cc1,-2%,.,-7%,-13%,8%,?,-8

# (listing goes on)
smiles,HCV inh,LmPK inh,AMA1-RON2 inh,AmpC inh no detg,TbPYK inhibitor,AmpC detergent,HCMV antiviral
O=C(CNc1cccc2ccccc12)c1ccc([N+](=O)[O-])cc1,8%,-5%,-23%,-23%,-9%,7%,31
CCOC(=O)c1ccccc1NC(=O)COC(=O)CCC(=O)c1ccccc1,18%,-4%,35%[activator],22%,1%,-11%,-8
COc1cc(NC(=O)CN2CCN(c3ccccc3F)CC2)c(C)cc1[N+](=O)[O-],-11%,2%,0%,-45%,-9%,?,-17
O=C1NC2(CCCCCC2)C(=O)N1CCS(=O)(=O)Oc1ccccc1,-1%,-3%,2%,1%[11.4 µM],0%,?,-31
CCCCSCCCNC(=O)CN1C(=O)c2cccnc2Oc2ccc(Cl)cc21,.,.,.,.,-1%[15.4 µM],5%,0
Cn1cc(C2NC(=O)c3ccccc3N2)c2ccccc21 (configuration not stated),?,.,23%,.,-5%,.,33
COc1ccc(CCNC(C)C(=O)Nc2ccc(S(N)(=O)=O)cc2)cc1 (configuration not stated),7%,-1%,-4%,-43%,-14%,3%,7
COC(=O)c1ccc(C(=O)OC)c(NC(=S)N2CCN(C(=O)C3CCCO3)CC2)c1 (configuration not stated),-19%,-1%,-9%,25%,0%,-12%,-16
Cc1cc(Br)cc(C)c1OCCCCN(C)C,?,6%,-14%,79%[activator],2%,-9%,21
COc1ccc(NC(=O)c2c(C)oc3ccc(O)c(CN4CCC(C)CC4)c23)cc1Cl,.,.,.,.,-1%,15%,?
COc1ccc(-c2nc3n(n2)C(c2cccnc2)C(C(N)=O)=C(C)N3)cc1 (configuration not stated),20%,-2%,-2%,-15%,-1%,-1%,14
CCn1cc(S(=O)(=O)c2cccc(C)c2)c(=O)c2cc(F)c(N3CCCCC3C)cc21 (configuration not stated),.,.,.,.,3%,-10%,?
COc1ccc(CCNS(=O)(=O)c2ccc(N3CCCC3=O)cc2)cc1,?,.,-7%,.,3%,.,-8
COC(=O)c1c(C)nn(-c2ccc(F)c(Cl)c2)c1-c1cc(C)on1,8.9µM*,3%,-2%,62%,-1%,-3%,-28
CCC1CN(C(=O)N2CCC(C(=O)NCCc3ccc(Cl)cc3)CC2)c2ccccc2O1 (configuration not stated),.,.,.,.,0%,-4%,-14
O=C(NCc1cccnc1)c1cc(S(=O)(=O)N2CCCC2)c(Cl)cc1Cl,?,6%,10%,-5%,-9%,-11%,-33
O=C(N/N=C/c1ccccc1Br)c1ccc(CSc2cccc3cccnc23)cc1,?,-3%,-6%,-11%,.,?,-35
O=C(OCC#CCSc1nnc(-c2cccc3ccccc23)o1)c1cccc2[nH]ccc12,.,.,.,-41%&-35%,-8%,?,-37
COc1cccc(NC(=O)CSc2cc(C)c3ccccc3n2)c1,.,.,.,.,-7%,7%,?
Cc1cc(C)n(-c2ccc(C(=O)Nc3cc(S(=O)(=O)N(C)C)ccc3Cl)cc2)n1,?,6%,-7%,26%,-9%,2%,?

# Following part:
smiles,HCV inh,LmPK inh,AMA1-RON2 inh,AmpC inh no detg,TbPYK inhibitor,AmpC detergent,HCMV antiviral
COc1ccc(NC(=S)N2CCN(c3ccc4c(c3)C3CCN(C(=O)OCc5ccccc5)C4C3)CC2)c(OC)c1 (configuration not stated),.,.,11%,.,5%,.,12
C[C@H](NC(=O)NCCc1ccccc1)C(=O)O,8%,-1%,6%,1%,-4%,-12%,92
CSc1ccc(C#N)cc1NC(=O)c1ccccc1,?,2%,-3%,-12%,6%,?,-33
Cc1ccc(NC(=O)CC(C)S(=O)(=O)c2ccc3c(c2)NC(=O)CO3)c(C)c1 (configuration not stated),.,.,.,.,1%,14%,-21
CCCCc1cc(=O)oc2cc(C)cc(OC(C)C(=O)NCc3ccccn3)c12 (configuration not stated),?,0%,17%,89%[activator],3%,-15%,-16

# Pulled one by one from above, 4 records:
smiles,HCV inh,LmPK inh,AMA1-RON2 inh,AmpC inh no detg,TbPYK inhibitor,AmpC detergent,HCMV antiviral
CSc1ccc(C#N)cc1NC(=O)c1ccccc1,?,2%,-3%,-12%,6%,?,-33
COc1ccc(NC(=S)N2CCN(c3ccc4c(c3)C3CCN(C(=O)OCc5ccccc5)C4C3)CC2)c(OC)c1 (configuration not stated),.,.,11%,.,5%,.,12
C[C@H](NC(=O)NCCc1ccccc1)C(=O)O,8%,-1%,6%,1%,-4%,-12%,92
CCCCc1cc(=O)oc2cc(C)cc(OC(C)C(=O)NCc3ccccn3)c12 (configuration not stated),?,0%,17%,89%[activator],3%,-15%,-16
